# Screening results as filed in PubChem.
# MIN6 prolif = induces beta-cell replication in MIN6 cells; MIN6 cells proliferation, ATPlite luminescence, 48 h; cells starved in 0.2% serum; 100% = growth in 10% serum; proliferation, % at 10 µM; 0.29% of 330,000 active;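 active = compounds whose signal lies at least 3.5 SD above the mean of all wells on their plate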;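 also: 0% = DMSO-treated cells in low-serum medium and 100% = 10% serum control; some compounds called inactive have numbers as strong as hits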
# hIAP block = blocks human intestinal alkaline phosphatase. P09923. purified IAP, CDP-Star luminescence, 30 min. inhibition, % at 10 µM. 0.12% of 330,000 active. AID 2544;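 active = inhibition reaching a set limit with compound at 10 µM in the primary screen, cut at about 35% in these data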;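 also: plate controls were DMSO wells with enzyme for no effect and no-enzyme buffer wells for full effect; values of inactives mirror those of a sister screen read the other way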
# Target sequence (P09923 whole entry, looked up): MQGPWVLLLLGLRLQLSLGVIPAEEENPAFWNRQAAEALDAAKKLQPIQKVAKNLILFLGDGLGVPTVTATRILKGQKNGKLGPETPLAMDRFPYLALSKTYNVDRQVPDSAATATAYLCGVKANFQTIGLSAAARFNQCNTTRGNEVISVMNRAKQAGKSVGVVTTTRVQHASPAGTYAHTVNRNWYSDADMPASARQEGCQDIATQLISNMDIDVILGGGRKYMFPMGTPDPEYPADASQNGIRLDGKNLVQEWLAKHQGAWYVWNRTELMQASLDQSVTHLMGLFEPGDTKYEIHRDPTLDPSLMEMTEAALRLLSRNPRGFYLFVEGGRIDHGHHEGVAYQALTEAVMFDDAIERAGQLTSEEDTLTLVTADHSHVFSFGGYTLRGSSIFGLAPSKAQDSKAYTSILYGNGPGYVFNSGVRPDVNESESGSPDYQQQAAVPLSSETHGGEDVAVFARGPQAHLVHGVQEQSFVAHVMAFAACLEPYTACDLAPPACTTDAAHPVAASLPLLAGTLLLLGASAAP
# MPTP inh = permeability transition pore inhibition; isolated mouse mitochondria, Ca2+ swelling absorbance, 30 min; 1.4% of 360,000 active; AID 602449; inhibition, % at 10 µM;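 active = inhibition of 50% or more, scaled per plate between neutral and stimulator controls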;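 also: 0% = DMSO wells given calcium and 100% = 1 mM EGTA wells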
# APOBEC3A inh = blocks human APOBEC3A ssDNA deamination | 0.41% of 330,000 active | recombinant A3A, FAM/TAMRA ssDNA deamination fluorescence | P31941 | inhibition, % at 20 µM;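 active = at least 40% inhibition at 20 µM here, with at most 30% in a related deaminase screen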;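 also: plate controls were A3A with DMSO for no effect and wells lacking A3A enzyme for full effect; some results filed as inactive read as strong as hits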
# mIAP act = mouse IAP activation | activation factor at 10 µM | muIAP, CDP-Star luminescence, 30 min; stronger effect = higher value; 1 = vehicle-only enzyme signal, 0 = enzyme-free wells | 0.24% of 330,000 active;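 active = activation factor of at least 2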; also: the source names both 10 and 20 µM as test concentration; values of inactives mirror those of a sister screen read the other way
#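 System: Mouse IAP enzyme | Also added: CDP-Star substrate | Dosing: Compounds dispensed in DMSO | Schedule: 30 min enzyme-substrate-compound incubation at room temperature | Technique: Chemiluminescence readout | Control set: DMSO-only wells and no-enzyme negative control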
# mIAP block = blocks mouse intestinal alkaline phosphatase. 0.2% of 330,000 active. inhibition, % at 10 µM. purified mouse IAP, CDP-Star luminescence, 30 min. AID 2806;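 active = inhibition of at least 40% at 10 µM in the primary screen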;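 also: plate controls were DMSO with enzyme for no effect and no enzyme wells for full effect; values of inactives mirror those of a sister screen read the other way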
# hIAP activ = human IAP activation; purified human IAP, CDP-Star luminescence, 30 min; stronger effect = higher value; 1 = vehicle-only enzyme, 0 = enzyme-free background; P09923; 0.16% of 330,000 active; activation factor at 10 µM; AID 2524;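 active = activation factor of the enzyme at least 2-fold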; also: the source names both 10 and 20 µM as test concentration; values of inactives mirror those of a sister screen read the other way
# NR3A LBD binder = NR3A (human) ligand-binding domain modulation. NR3A LBD differential scanning fluorimetry, Tm shift; 0% = protein alone, 100% = glycine-bound protein. Tm shift relative to glycine control, % at 25 µM. 2.5% of 340,000 active;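 active = melting temperature shift of at least 10% of the positive control shift, at one fixed dose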
# APOBEC3G inh = blocks human APOBEC3G single-stranded DNA deamination. recombinant A3G, ssDNA deamination FAM/TAMRA fluorescence. inhibition, % at 20 µM. 0.28% of 330,000 active. AID 493012;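 active = inhibition of at least 40% at 20 µM, with no more than 30% in the related APOBEC3A deaminase screen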;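 also: plate controls were DMSO wells with A3G for no effect and wells lacking A3G enzyme for full effect; some compounds called inactive have numbers as strong as hits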
# Target sequence (Q9HC16 whole entry, looked up): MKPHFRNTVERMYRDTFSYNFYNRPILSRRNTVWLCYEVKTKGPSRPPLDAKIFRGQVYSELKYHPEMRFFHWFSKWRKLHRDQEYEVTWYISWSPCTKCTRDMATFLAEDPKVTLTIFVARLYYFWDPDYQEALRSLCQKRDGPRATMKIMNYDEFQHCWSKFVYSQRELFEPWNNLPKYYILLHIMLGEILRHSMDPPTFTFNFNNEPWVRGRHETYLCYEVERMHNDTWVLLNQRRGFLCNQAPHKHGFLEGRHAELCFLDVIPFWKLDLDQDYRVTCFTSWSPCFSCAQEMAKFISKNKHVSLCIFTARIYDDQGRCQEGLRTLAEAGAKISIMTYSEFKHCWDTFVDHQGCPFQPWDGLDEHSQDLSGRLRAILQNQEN
# * marks the source's active call; other numbers are inactive results.
SMILES,MIN6 prolif,hIAP block,MPTP inh,APOBEC3A inh,mIAP act,mIAP block,hIAP activ,NR3A LBD binder,APOBEC3G inh
COc1cccc(C(=O)OCC(=O)Nc2sc3c(c2C(N)=O)CCC3)c1O,1,5,-2.4,29,0.61,39,0.95,1,16
NS(=O)(=O)c1ccc2nc(NC(=O)c3ccc4ncsc4c3)sc2c1,1,36*,-0.5,-1,1,-4,0.64,30*,3
O=C(O)c1ccc(NS(=O)(=O)c2ccc(Cl)c(C(=O)Nc3ccccc3[N+](=O)[O-])c2)cc1,-1,10,-0.5,-5,0.96,4,0.9,0,-8
COc1cc(OC)cc(-c2nnc(SCC(=O)N3c4ccccc4Sc4ccccc43)o2)c1,1,6,-0.4,-3,1,-4,0.94,-4,-7
COc1ccccc1/C=C/C=N/NC(=O)Cc1cccs1,0,5,-0.3,0,0.78,22,0.95,2,0
O=C(c1ccncc1)N1CCN(S(=O)(=O)c2cccc(F)c2)CC1,2,-3,-1.4,27,1.1,-8,1,-1,3
CC(C)OC(=O)C(CC(=O)O)N1CCOCC1 (centres undefined),1,1,-1.6,-3,1,0,0.99,0,-5
Cc1ccc(C(=O)NCCn2cc(SCC(=O)Nc3nnc(C)s3)c3ccccc32)cc1,-4,-12,-1.2,7,1,0,1.1,-2,2
CC1CCCN(c2cc3c(cc2[N+](=O)[O-])C(=O)N(c2ccccc2)C3=O)C1 (centres undefined),0,-10,2.3,-2,0.95,5,1.1,2,-10
COCCn1cnnc1SCC(=O)Nc1sccc1C(N)=O,-1,-1,0.4,1,0.88,12,1,-1,-5
Cc1cc(C(=O)CSc2nnnn2-c2ccc(Cl)cc2)c(C)n1CC1CCCO1 (centres undefined),0,7,4.0,-2,1,-3,0.93,0,-4
COCCNC(=O)CN1C(=O)NC2(CCOc3ccccc32)C1=O (centres undefined),-2,-6,-0.3,5,1.1,-6,1.1,-6,-1
O=C(COc1cc(F)ccc1[N+](=O)[O-])N1N=C(c2cccs2)CC1c1ccco1 (centres undefined),-5,-2,-1.7,6,0.92,8,1,0,4
CC(=O)c1cccc(NC(=O)CC(C)n2ccnc2)c1 (centres undefined),-2,-10,-0.3,-4,0.97,3,1.1,-2,-9
Cc1ccc(Cn2nc(C)c(NC(=O)CCCn3nc([N+](=O)[O-])c(Cl)c3C)c2C)cc1,-3,4,-0.4,0,0.95,5,0.96,-3,-7

# Compound profiles, as listed above. Screens in order: MIN6 prolif	hIAP block	MPTP inh	APOBEC3A inh	mIAP act	mIAP block	hIAP activ	NR3A LBD binder	APOBEC3G inh
# O=C(O)c1ccc(NS(=O)(=O)c2ccc(Cl)c(C(=O)Nc3ccccc3[N+](=O)[O-])c2)cc1 is entered as -1	10	-0.5	-5	0.96	4	0.9	0	-8
# COc1ccccc1/C=C/C=N/NC(=O)Cc1cccs1 is entered as 0	5	-0.3	0	0.78	22	0.95	2	0
# O=C(COc1cc(F)ccc1[N+](=O)[O-])N1N=C(c2cccs2)CC1c1ccco1 (centres undefined) is entered as -5	-2	-1.7	6	0.92	8	1	0	4
# COc1cccc(C(=O)OCC(=O)Nc2sc3c(c2C(N)=O)CCC3)c1O is entered as 1	5	-2.4	29	0.61	39	0.95	1	16

# The results go on.
SMILES,MIN6 prolif,hIAP block,MPTP inh,APOBEC3A inh,mIAP act,mIAP block,hIAP activ,NR3A LBD binder,APOBEC3G inh
CCOc1cc(S(=O)(=O)NCc2ccccc2)ccc1Br,-2,5,-1.1,-4,1.1,-8,0.95,-9,-1
Cc1ccc(NC(=O)CSc2nnc(C3COc4ccccc4O3)o2)c(Cl)c1 (centres undefined),-1,-17,1.9,0,0.91,9,1.2,0,-5
CCOCc1nc(N)[nH]c(=O)c1Cc1ccc(OC(C)C)cc1,2,-15,1.7,-3,0.98,2,1.2,0,-4
CN1CCN(C(c2cccc(Cl)c2)c2ccccc2Cl)CC1 (centres undefined),-6,10,-1.6,4,0.87,13,0.9,-10,-4
Cn1nc(-c2ccc(C(=O)N3CCN(CCO)CC3)cc2)c2ccccc2c1=O,1,-6,-0.7,1,0.97,3,1.1,-4,-1
COc1ccc(N2CCN(C(=O)c3ccc(CS(=O)c4cccc(C)c4)o3)CC2)cc1 (centres undefined),-3,-23,0.1,-6,1.1,-5,1.2,2,-7
CCCC(=O)NCCCCNC(=O)CCC,-5,8,1.1,-6,1,-1,0.92,-1,-5
O=C(Cn1ncc2c([nH]c3ccccc32)c1=O)Nc1ccc(CN2CCCCC2)cc1,-7,18,-1.1,0,0.94,6,0.82,0,-1
Cc1ccc(NC(=O)c2ncn[nH]2)cc1,-3,-13,0.0,-3,0.97,2,1.1,-2,-3
CC(=O)Nc1ccc(SC[C@H](CC(C)C)N2CCN(CCc3ccccc3)CCC2=O)cc1,-5,-14,0.2,-8,1.1,-14,1.1,1,-12
O=C(O)c1ccc(Nc2nc(-c3ccccc3)cs2)cc1,0,12,0.6,-6,0.87,13,0.88,4,-7
CCN(CC)S(=O)(=O)c1ccc(-c2csc(C)n2)s1,-3,-4,0.1,4,0.89,11,1,1,11
Cc1ccc(NC(=O)CC2NCCN(Cc3ccccc3)C2=O)cc1 (centres undefined),-1,-4,2.8,-3,1,-4,1,-3,0
O=C(CC1NCCc2ccccc21)Nc1ccc(Oc2ccccc2)cc1 (centres undefined),-5,-25,92*,2,1.3,-27,1.3,-6,-5
O=C(O)C1CC=CCC1C(=O)NCCc1cccc(Cl)c1 (centres undefined),-3,9,-0.7,1,0.92,8,0.91,1,-5
CC(C)NC(=O)N(C)C[C@H]1Oc2ccc(NC(=O)Cn3cnnn3)cc2C(=O)N([C@H](C)CO)C[C@@H]1C,-1,2,1.4,-6,1,-2,0.98,-3,-10
CCOC(=O)c1ccc(N2CCOCC2)c(NC(=O)c2c(-c3ccccc3)noc2C)c1,-2,-6,2.1,-3,0.96,4,1.1,1,-7
CC(C)OC(=O)CC1=NC(=O)CS1,4,13,0.6,-3,1.1,-5,0.87,0,-3
CCCc1c(NC(=O)Nc2ccc(F)cc2)cnn1-c1ccccc1,-1,5,52*,3,2.3*,-130,0.95,-4,2
C=CCSc1nc2ccccc2n1S(=O)(=O)c1ccc(Cl)cc1,-3,-10,0.1,3,1.1,-7,1.1,-1,0
Cc1cc(NC(=O)c2cncc(Br)c2)no1,1,0,-1.3,-5,0.97,3,1,2,-8
Cc1ccccc1C(=O)Nc1cc(NC(=O)c2ccccc2C)cc(C(=O)O)c1,3,2,0.2,-4,1,0,0.98,1,-3
Cc1ccc(-n2nc3c(n2)/C(=N/O)CC/C3=N\O)cc1,-3,2,0.2,-3,0.94,6,0.98,1,-4
CCn1c2ccccc2c2cc(C3N=C(N)Nc4nc5ccccc5n43)ccc21 (centres undefined),-4,-3,-0.4,-1,1.3,-26,1,-1,5
COc1cccc(C(c2nnnn2Cc2ccc(F)cc2)N2CCC(C(N)=O)CC2)c1OC (centres undefined),-2,7,-1.1,-4,1.1,-15,0.93,0,-1
CCc1cccc(NC(=O)c2ccc(CNc3c(N4CCCC4)c(=O)c3=O)cc2)c1,-2,-12,1.9,3,1.1,-10,1.1,1,-3
Cc1ccc(C)c(NC(=S)NNC(=O)c2csc(C)c2C)c1,0,-73,0.6,2,0.9,10,1.7,0,-2
C=CCn1c(=O)c(C(=O)Nc2cc(C)ccn2)c(O)c2ccccc21,-4,-22,3.5,-3,1,-4,1.2,-3,11
O=C(c1ccc2[nH]c(=O)c(=O)[nH]c2c1)N1CCN(c2ccccc2)CC1,-3,-20,-1.7,-4,1,0,1.2,0,-3
COCCNC(=S)N1CCc2cc(OC)c(OC)cc2C1c1cccs1 (centres undefined),-3,-3,-3.4,-5,0.98,2,1,0,-5

# Molecules shown so far containing an aryl methoxy group, in the order listed:
SMILES,MIN6 prolif,hIAP block,MPTP inh,APOBEC3A inh,mIAP act,mIAP block,hIAP activ,NR3A LBD binder,APOBEC3G inh
COc1cccc(C(=O)OCC(=O)Nc2sc3c(c2C(N)=O)CCC3)c1O,1,5,-2.4,29,0.61,39,0.95,1,16
COc1cc(OC)cc(-c2nnc(SCC(=O)N3c4ccccc4Sc4ccccc43)o2)c1,1,6,-0.4,-3,1,-4,0.94,-4,-7
COc1ccccc1/C=C/C=N/NC(=O)Cc1cccs1,0,5,-0.3,0,0.78,22,0.95,2,0
COc1ccc(N2CCN(C(=O)c3ccc(CS(=O)c4cccc(C)c4)o3)CC2)cc1 (centres undefined),-3,-23,0.1,-6,1.1,-5,1.2,2,-7
COc1cccc(C(c2nnnn2Cc2ccc(F)cc2)N2CCC(C(N)=O)CC2)c1OC (centres undefined),-2,7,-1.1,-4,1.1,-15,0.93,0,-1
COCCNC(=S)N1CCc2cc(OC)c(OC)cc2C1c1cccs1 (centres undefined),-3,-3,-3.4,-5,0.98,2,1,0,-5

# Remaining list, next part
SMILES,MIN6 prolif,hIAP block,MPTP inh,APOBEC3A inh,mIAP act,mIAP block,hIAP activ,NR3A LBD binder,APOBEC3G inh
Cc1cccc2cc(C(c3nnnn3Cc3ccccc3)N3CCN(c4ccccc4)CC3)c(=O)[nH]c12 (centres undefined),-1,-13,1.7,2,1.1,-7,1.1,-2,4
CCc1ccccc1N1CC(C(=O)N2Cc3ccccc3CC2C(N)=O)CC1=O (centres undefined),0,14,-1.1,-1,0.8,20,0.86,0,-8
COc1ccc(N2CCN(C(=O)c3ccc(CNS(=O)(=O)c4cc(C)ccc4C)cc3)CC2)cc1,0,-11,-0.1,1,1,-2,1.1,5,-6
Cc1nn(C)cc1NC(=O)c1nn(C)cc1[N+](=O)[O-],-2,-23,5.1,0,0.93,7,1.2,-2,0
CCn1c(=O)c(CCC(=O)N2CCN(c3ccccn3)CC2)c(C)c2c(C)nn(-c3cccc(C)c3)c21,-4,7,4.1,-1,0.94,6,0.93,0,-5
COc1ccc(-c2csc3nc[nH]c(=O)c23)cc1OC,2,3,-0.8,1,1.1,-8,0.97,1,0
CCc1ccc(NC(=O)CS(=O)CC(=O)NCC2OCCc3ccccc32)cc1 (centres undefined),2,6,-0.3,-1,1,0,0.94,0,-7
O=[N+]([O-])c1ccc(SCc2ccncc2)nc1,-4,-4,-1.9,-2,0.96,4,1,-10,-11
O=C(COc1ccc(-n2ccnc2)cc1)Nc1cccc(F)c1,-3,10,20,-4,1,-4,0.9,4,-6
COCC(=O)Nc1nc2n(n1)C(c1ccccc1)CC(c1ccc(OC)cc1)N2 (centres undefined),0,7,0.4,0,1,-2,0.93,0,-2
Cc1ccc(C(=O)N/N=c2\oc3ccccc3cc2C(N)=O)cc1,-3,-4,0.2,-2,0.96,4,1,-1,-12
Cc1ccc(C(=O)NNC(=O)c2cccs2)cc1,-2,19,-3.3,-1,1,0,0.81,0,-10
COc1ccccc1-n1c(C)cc(/C=C2\C(=N)N3N=C(CC(=O)N4CCOCC4)SC3=NC2=O)c1C,-1,-9,2.5,-3,1,-3,1.1,0,-4
CC(C)NC(=O)NC(=O)CN1C(=O)NC2(CCc3ccccc3C2)C1=O (centres undefined),-2,-7,-0.8,-5,1,-1,1.1,1,-5
COC(=O)c1ccc(Cn2cnc3c(sc4nc(N5CCOCC5)c5c(c43)CCCC5)c2=O)o1,-2,2,1.1,6,0.91,9,0.97,0,4
